Compound activity deposited in PubChem BioAssay by several laboratories.
BAP1 block – inhibitors of BAP1 deubiquitinase, primary screen, biochemical, Ub-AMC fluorescence, kinetic; Ubiquitin carboxyl-terminal hydrolase BAP1 (Homo sapiens), Q92560; recombinant BAP1, Ub-AMC hydrolysis fluorescence kinetic; active compounds read low; activity remaining (% of control), % at 20 µM; actives 0.48% (n = 72,000);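 active means activity remaining at or below 50% of control, provided the compound also passes the data quality filters; inactive means the rest, including low values that fail the filters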;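 further: 100% = DMSO wells rate and 0% = substrate alone blank rate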
HePTP inhibitor – inhibitors of human HePTP phosphatase, primary screen, biochemical, absorbance, leukemia target; Tyrosine-protein phosphatase non-receptor type 7 (Homo sapiens), P35236; recombinant HePTP phosphatase activity, OD absorbance; inhibition, % at 20 µM; actives 0.64% (n = 110,000); AID 521, 2006; in the data active means inhibition above about 50%;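 further: plate controls were vehicle for no effect and reference inhibitor for full effect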
Target sequence (P35236 whole entry, looked up): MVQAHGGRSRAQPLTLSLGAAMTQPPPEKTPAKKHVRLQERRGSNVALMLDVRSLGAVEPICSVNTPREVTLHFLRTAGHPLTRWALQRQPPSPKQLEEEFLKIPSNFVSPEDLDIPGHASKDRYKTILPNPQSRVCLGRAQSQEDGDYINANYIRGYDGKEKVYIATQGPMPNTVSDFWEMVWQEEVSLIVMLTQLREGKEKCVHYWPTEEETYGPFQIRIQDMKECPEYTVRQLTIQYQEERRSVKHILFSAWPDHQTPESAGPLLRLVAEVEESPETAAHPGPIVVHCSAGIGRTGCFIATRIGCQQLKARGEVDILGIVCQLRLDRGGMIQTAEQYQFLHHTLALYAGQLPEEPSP
The depositor's hits bear a star; x = not tested or not shown; & = joins results of further samples.

Compound	HePTP inhibitor	BAP1 block
Cc1c(C(=O)OC(C)C)[nH]c2c1C(=O)CC(C)(C)C2	9.2	110.5
COc1ccc(N(CC(=O)NCc2ccccc2OC)S(=O)(=O)c2ccccc2)cc1Cl	0.8	x
COc1ccc(-c2nnc(NC(=O)CCc3ccccc3)s2)cc1OC	-5.5	x
Nc1nc2ccc(Cc3ccc4nc(N)sc4c3)cc2s1	x	181.9
COc1cc(Br)c(C2C(C(=O)OC3CCCC3)=C(C)NC3=C2C(=O)CCC3)cc1OC (centres undefined)	x	124.5
CCSc1nnc(NS(=O)(=O)c2ccc(Br)cc2)s1	x	58.0
O=C(Nc1ccc(F)cc1)c1ccc(S(=O)(=O)NCC2CCCO2)cc1 (centres undefined)	17.2	91.8
CCCOc1ccc(C(=O)N2CCCC2)cc1OC	-1.3	82.7
COc1ccc(CCNC(=O)CN(C2CCCCC2)S(C)(=O)=O)cc1	4.6	90.3
O=C(Cn1nnc(-c2ccc(CN3CCOCC3)cc2)n1)NC1CCCCC1	12.1	90.2
CCOC(=O)C(C(C)=O)(N1CCOCC1)N1CCOCC1	5.0	x
CCC(C)c1ccc(NC(=O)C2CC2)cc1 (centres undefined)	-0.8&-7.3	91.2
COc1ccc(N(C)S(=O)(=O)c2c(C)[nH]c(=O)[nH]c2=O)c(OC)c1	11.9	104.6
CC(C)(C)c1ccc(S(=O)(=O)Nc2ccc(Cl)c(C(N)=O)c2)cc1	5.5	x
O=C(Nc1ccc(OCc2ccccc2)cc1)C1c2ccccc2Oc2ccccc21	x	52.9
Cc1ccc(-c2csc(NC(=O)c3ccc(Cl)c([N+](=O)[O-])c3)n2)cc1	-16.3	x
CCc1ccc(NC(=O)CS(=O)CC(=O)Nc2ccc(F)cc2F)cc1 (centres undefined)	-4.3	83.5
Cc1cc(N2CCN(C/C=C/c3ccccc3)CC2)nc2ccccc12	-8.2	x
CCOC(=O)/C=C1\SCC(=O)N1CC(=O)Nc1ccc2c(c1)CCC2	7.2	113.6
CCN(CC)CCNC(=O)C1CCC(=O)N1CCc1ccccc1 (centres undefined)	4.8	113.9
Cc1oc2ccc(OCC(=O)C(C)(C)C)cc2c1C(=O)OC(C)C	-13.1	x
Cc1ccc(C(=O)OC2CCOC2=O)cc1NC(=O)c1ccco1 (centres undefined)	x	102.0
CC1=C(C(=O)Nc2ccccc2Cl)C(c2ccc([N+](=O)[O-])cc2)NC(=O)N1 (centres undefined)	-11.5	x
Cc1cc(Nc2ccccc2)n(-c2nc3ccccc3[nH]2)n1	-9.2	141.6
CCCCSc1nc2c(cnn2-c2ccc(F)cc2)c(=O)[nH]1	7.8	59.8
OC[C@H]1O[C@@H](n2cnc3c(Nc4ccccc4)ncnc32)C(O)[C@H]1O (some centres undefined)	x	98.2
CNC(=O)COc1ccc(C23CC4CC(CC(C4)C2)C3)cc1	15.0	x
CCCCCCOc1ccc(N2C(=O)CC(NCCc3ccc(OC)c(OC)c3)C2=O)cc1 (centres undefined)	-13.2	x
CC1CCN(C(=O)c2ccccc2NC(=O)c2cccc(S(=O)(=O)N3CCOCC3)c2)CC1	2.3	103.5
CCCN(CCC)S(=O)(=O)c1ccc(C(=O)Nc2nc3c(cc4c5c(cccc53)CC4)s2)cc1	x	145.3

3 entries already listed, sorted by the value under HePTP inhibitor, falling.
Compound	HePTP inhibitor	BAP1 block
CNC(=O)COc1ccc(C23CC4CC(CC(C4)C2)C3)cc1	15.0	x
Cc1cc(Nc2ccccc2)n(-c2nc3ccccc3[nH]2)n1	-9.2	141.6
CCCCCCOc1ccc(N2C(=O)CC(NCCc3ccc(OC)c(OC)c3)C2=O)cc1 (centres undefined)	-13.2	x

Further entries.
Compound	HePTP inhibitor	BAP1 block
O=C1C(=O)N(C2CCCC2)C(=O)N1C1CCCCC1	1.1	x
CCN1C(=O)C2(C(C#N)=C(N)Oc3c2c(C)nn3-c2ccccc2)c2ccccc21 (centres undefined)	-3.8	157.6
O=C(Nc1nc2c(s1)C(=O)CCC2)c1ccccc1Cl	5.3	51.9
CC(C)OC(=O)CSc1n[nH]c(-c2cccnc2)n1	7.9	103.5
Cc1cc(NC(=O)c2cc3nc(C4CC4)cc(C(F)(F)F)n3n2)no1	5.9	60.8
COc1cccc(C(=O)Nc2ccccc2C(F)(F)F)c1	0.7	x
CCOCCOC(=O)c1ccc(NC(=O)c2ccncc2)cc1	7.9	x
CCc1ccc2nc(N3CCN(C)CC3)c(C#N)cc2c1	2.0	111.2
O=C(NCc1ccc2c(c1)OCO2)c1sc2ccccc2c1Cl	-5.0	x
O=C(c1cccn2c(=O)c3ccccc3nc12)N1CCN(c2ccccn2)CC1	-7.4	85.0

Record cards, as listed above. Order of values: HePTP inhibitor, BAP1 block
Record of COc1cccc(C(=O)Nc2ccccc2C(F)(F)F)c1 : 0.7, x
Record of O=C(Nc1nc2c(s1)C(=O)CCC2)c1ccccc1Cl : 5.3, 51.9

Later entries
Compound	HePTP inhibitor	BAP1 block
Cc1ccc(/C(O)=C2\C(=O)C(=O)N(c3ccc(O)cc3)C2c2cccc(F)c2)cc1 (centres undefined)	2.3	x
Cc1ccc(N(C(=O)C2CCCC2)C2C=CS(=O)(=O)C2)cc1C (centres undefined)	4.8	90.1
O=C(c1ccc(F)cc1)N1CCN(C(=O)c2cccs2)CC1	1.3	x
CC1=C(C(=O)Nc2ccccc2C)C(c2ccc(Cl)cc2Cl)NC(=O)N1 (centres undefined)	5.1	x
CC(C)(C)OC(=O)N[C@@H](Cc1ccccc1)c1nnc(SCC(=O)O)o1	7.9	102.0
COCCNS(=O)(=O)c1ccc(C2CNC(=O)C2)cc1 (centres undefined)	7.0	104.3
CC(C)(C)n1nnc(CCc2nnn(C(C)(C)C)n2)n1	-1.7	158.3
CC1CCN(c2cccc3c2C(=O)c2ccccc2C3=O)CC1	1.6	x
CCCc1cc(C(=O)NC2CCCCC2)no1	-2.4	96.1
CCN1C(=O)c2ccc(C(=O)NCc3ccccc3)cc2C1=O	-5.2	89.4
Cc1ccc(Cl)cc1N1CCN(C(=O)COc2ccc(S(=O)(=O)NC(C)C)cc2)CC1	-3.9	66.6
CC(=O)CC1(O)C(=O)N(Cc2ccccc2)c2ccccc21 (centres undefined)	-4.5	x
CC(C(=O)O)N1C(=O)/C(=C\c2ccc(F)cc2)SC1=S (centres undefined)	0.5	x
CCOC(=O)c1c(NC(=O)Cc2ccc(OC)cc2)sc(C(=O)Nc2ccccc2OC)c1C	-9.2	x
O=C(Nc1ccccn1)c1ccc(CN(c2ccccc2)S(=O)(=O)c2ccccc2)cc1	11.9	x
CCS(=O)(=O)N1CCN(c2nc(-c3ccccc3)cs2)CC1	0.8	99.6
Cc1ccc(S(=O)(=O)N(CC(=O)Nc2ccccc2F)c2cccc(Br)c2)cc1	-9.1	x
C/C(=N\NC(=O)c1ccccc1O)c1ccncc1	-14.6	x
c1ccc(Cc2nnc3sc(-c4ccccn4)nn23)cc1	x	87.6
CC(C)OCC(O)Cn1c(N2CCCC2)nc2c1c(=O)[nH]c(=O)n2C (centres undefined)	4.3	78.3
Cc1cc(CN2CCN(CCC#N)CC2)c(O)c(C2(C)CCCCC2)c1	-8.7	125.6
Cc1nc(NC(=O)CSc2nc3cccnc3n2C2CCCCC2)sc1C	4.7	95.6
CCOc1ccccc1NC(=O)C(N)=O	0.2	x
CCn1c(C(=O)N2CCc3ccccc3C2)cc2sccc21	0.7	74.9
O=C1CCC(C(=O)Nc2ccc(OC(F)F)cc2)N1 (centres undefined)	3.4	100.0
Cc1csc(NC(=O)CCCSc2nc3ccccc3s2)n1	11.8	101.8
CCN(C(=O)c1coc(=O)c(Br)c1)c1ccc2c(c1)OCO2	4.7	x
CC(=O)NC1CC2CCCC(C1)N2C(=O)Nc1ccc(Cl)c(C(F)(F)F)c1 (centres undefined)	9.0	88.1
COc1ccc2ccccc2c1C=Nc1ccc(Cl)c([N+](=O)[O-])c1	-4.5	x
COc1cc2cc(C(=O)Nc3ccccc3)c(N)nc2cc1OC	-2.7	x
Oc1ccccc1-c1nnc(SCCN2CCOCC2)n1Cc1ccccc1	3.0	84.5
Cc1onc(-c2c(Cl)cccc2Cl)c1C(=O)Nc1nc(-c2ccc3ccccc3c2)cs1	-12.5	x
O=C(c1ccc(F)cc1)N1CCN(c2cc(N3CCCC3)c(F)cc2[N+](=O)[O-])CC1	-16.2	x
CC(C)CC(C(=O)Nn1cnnc1)N1C(=O)c2ccccc2C1=O (centres undefined)	3.1	92.7
Oc1ccc(O)cc1	x	92.3
CCN(CC)C(=O)c1c(F)cccc1F	2.6	x
O=[N+]([O-])c1ccccc1S(=O)(=O)NC12CC3CC(CC(C3)C1)C2	7.2	x
O=C(NCC1c2ccccc2CCN1C(=O)c1cccs1)C1CCCCC1 (centres undefined)	1.1	x
CCOC(=O)C1CCCN(C(=O)COC(=O)c2cc(=O)c3ccccc3o2)C1 (centres undefined)	5.8	x
CCOC(=O)c1[nH]cnc1C(=O)Nc1ccncc1	4.1	154.0
COc1ccc(N2C(=O)C(N3C(=O)c4ccc([N+](=O)[O-])cc4C3=O)C2c2cc(Br)ccc2OC)cc1 (centres undefined)	x	83.7
COC(=O)c1ccc(COc2ccc3c(C)c(C)c(=O)oc3c2)o1	-4.7	x
CC(C)c1nnc(NC(=O)CCC(=O)Nc2ccc(F)cc2)s1	7.5	97.7
Cc1c(Cl)cccc1NS(=O)(=O)c1ccccc1[N+](=O)[O-]	x	131.7
C/C(=N\NC(=O)C1(C)CC1(Br)Br)c1ccc(Cl)s1 (centres undefined)	-6.6	x
Cc1ccccc1NC(=O)c1ccc(OCC(C)C)cc1	7.0	x
COc1ccc(NC(C)=O)cc1NC(=O)CSc1nnc(-c2ccccc2)n1N	8.6	106.7
CCCc1cc(=O)n2[nH]c(NCc3ccccc3Cl)nc2n1	4.6	112.8
O=C(N/N=C/c1ccncc1)c1c[nH]c2ccccc12	7.4	x
CC(C)CCOP(=O)(c1ccc(N(C)C)cc1)C(O)c1ccccc1F (centres undefined)	-1.5	95.2

7 compounds already listed, sorted by molecular weight, smallest number first:
Compound	HePTP inhibitor	BAP1 block
Cc1ccccc1NC(=O)c1ccc(OCC(C)C)cc1	7.0	x
CCCc1cc(=O)n2[nH]c(NCc3ccccc3Cl)nc2n1	4.6	112.8
Cc1c(Cl)cccc1NS(=O)(=O)c1ccccc1[N+](=O)[O-]	x	131.7
CC(C)c1nnc(NC(=O)CCC(=O)Nc2ccc(F)cc2)s1	7.5	97.7
CC(C)CCOP(=O)(c1ccc(N(C)C)cc1)C(O)c1ccccc1F (centres undefined)	-1.5	95.2
COc1ccc(NC(C)=O)cc1NC(=O)CSc1nnc(-c2ccccc2)n1N	8.6	106.7
C/C(=N\NC(=O)C1(C)CC1(Br)Br)c1ccc(Cl)s1 (centres undefined)	-6.6	x

Continued.
Compound	HePTP inhibitor	BAP1 block
c1coc(-c2nnc3sc(Cc4cccs4)nn23)c1	16.2	61.7
COc1cccc(C2CC(c3ccccc3Cl)Nc3nc(N)nn32)c1 (centres undefined)	x	106.4
Cc1nn(C)cc1C1C2=C(CC(C)(C)CC2=O)OC2=C1C(=O)CC(C)(C)C2	6.2	84.0
CC(=O)Nc1ccc(OCC(O)CN2CCN(c3cc(Cl)ccc3C)CC2)cc1 (centres undefined)	12.1	85.2
COCCn1c(SCC(N)=O)nc2c(c1=O)SC(C)C2 (centres undefined)	10.1	87.7
Cc1cc(Nc2ccc(Br)c(C)c2)n2nc(C)nc2n1	1.0	96.2
CN=C(Nc1ccccc1OC)SC1CC(=O)N(c2ccccc2F)C1=O (centres undefined)	-2.8	x
Cc1nccn1CCC(N)=O	x	128.9
O=C(Nc1ccccn1)c1sc2cc([N+](=O)[O-])ccc2c1Cl	5.9	x
OC(COCc1cccs1)CN1CCN(c2ccccn2)CC1 (centres undefined)	8.9	x
CCCCOC(C)n1cc(F)c(=O)[nH]c1=O (centres undefined)	0.7	x
COc1ccc(C(=O)Nc2sc3c(c2C(=O)Nc2cccc4ccccc24)CCCC3)cc1OC	-4.9	x
COc1ccc2[nH]c(C)c(C(=O)CN3CC(C)OC(C)C3)c2c1 (centres undefined)	6.4	156.9
CC(=O)C1=C(O)C(=O)N(CC(=O)O)C1c1ccccc1Cl (centres undefined)	8.4	83.9
COCCn1nnnc1CN1CCC(NC(=O)c2ccc(Br)cc2)CC1	1.9	115.4
O=C(c1cccc(Cl)c1Cl)N1CCN(c2ccccn2)CC1	5.9	110.5
CC1=C(C(=O)Nc2ccccc2)C(c2ccco2)n2ncnc2N1 (centres undefined)	2.6	111.8
CN1c2ccccc2C(C)(C)C12C=Cc1cc(C=O)ccc1O2 (centres undefined)	6.4	x
CCOC(=O)C1(C)NC(c2ccc(OC)c(OC)c2)C2C(=O)N(CC)C(=O)C21 (centres undefined)	-0.2	96.8
